RXFP1 antag: blocks the human relaxin receptor RXFP1; AID 1259400; 350,000 tested, 0.59% active; activity change, negative = inhibition, % at 57.5 µM; HEK293-RXFP1, relaxin-stimulated cAMP HTRF, 30 min; hits give low values;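 active = activity change of -60% or lower, but not beyond a set lower limit; inconclusive = change between -60% and -40%, or beyond the set limit; inactive = change above -40%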; also: % is scaled to controls: 0 for no effect and ±100 for the full control effect
Target sequence (Q9HBX9 whole entry, looked up): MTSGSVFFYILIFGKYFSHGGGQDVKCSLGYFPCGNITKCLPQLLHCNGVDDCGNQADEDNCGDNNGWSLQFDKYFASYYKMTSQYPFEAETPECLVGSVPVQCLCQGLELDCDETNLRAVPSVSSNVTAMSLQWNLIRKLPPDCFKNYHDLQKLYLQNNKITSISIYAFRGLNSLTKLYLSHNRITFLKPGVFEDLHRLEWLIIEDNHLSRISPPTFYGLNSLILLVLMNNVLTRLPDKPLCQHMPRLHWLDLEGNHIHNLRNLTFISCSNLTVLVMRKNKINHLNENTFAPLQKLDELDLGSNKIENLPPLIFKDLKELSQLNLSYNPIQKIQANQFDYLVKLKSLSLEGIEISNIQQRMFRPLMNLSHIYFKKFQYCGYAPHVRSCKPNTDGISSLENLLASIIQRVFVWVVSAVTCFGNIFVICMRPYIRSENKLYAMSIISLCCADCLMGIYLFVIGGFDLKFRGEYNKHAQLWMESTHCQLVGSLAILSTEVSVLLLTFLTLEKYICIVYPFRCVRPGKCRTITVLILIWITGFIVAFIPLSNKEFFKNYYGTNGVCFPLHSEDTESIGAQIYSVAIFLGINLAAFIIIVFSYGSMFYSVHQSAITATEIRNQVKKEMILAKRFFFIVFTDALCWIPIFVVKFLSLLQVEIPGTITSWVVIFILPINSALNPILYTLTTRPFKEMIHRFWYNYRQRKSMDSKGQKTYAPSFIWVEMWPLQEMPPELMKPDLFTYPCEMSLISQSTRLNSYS
D2 PAM: D2 dopamine receptor (human) potentiation; 340,000 tested, 0.34% active; P14416; HEK293 T-REx D2, calcium flux, EC20 dopamine potentiation; potentiation, % at 10 µM;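 active = potentiation over 3 SD above the plate norm, cut at about 30% in these data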; also: 0% is about no effect
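Using a no-wash calcium dye in inducible, force-coupled HEK293 Trex cells expressing D2, we tracked fluorescence each second for 180 s after compound, then for 180 s after EC20 dopamine to detect augmented signalling.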
D1 antag: human D1 dopamine receptor antagonism | P21728 | AID 504652 | 360,000 tested, 3.2% active | activity change, negative = inhibition, % at 10 µM | HEK293 TREx D1 cells, calcium flux, dopamine EC80; hits give low values; in the data active = activity change below about -30%; also: % is scaled to controls: 0 for no effect and ±100 for the full control effect
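Kinetic fluorescence of a calcium dye serves as the read-out. D1-expressing Hek293 Trex cells, induced overnight at 30 C, are exposed to compound for 180 s before an EC80 dopamine addition, then read 180 s further.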
D2 antagonist: D2 dopamine receptor (human) antagonism | P14416 | HEK293 TREx D2 cells, calcium flux, dopamine EC80 | inhibition, % at 10 µM | 340,000 tested, 2% active | AID 485344; in the data active = inhibition above about 30%; also: 0% is about no effect
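Compounds are added to dye-loaded, induced HEK293 T-REx cells coupled to calcium release via D2; after a 3 min kinetic read an EC80 dopamine stimulus is given and fluorescence is recorded for 3 more min.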
D1 PAM: human D1 dopamine receptor positive modulation | P21728 | HEK293 TREx D1 cells, calcium flux, dopamine EC20 potentiation | potentiation, % at 10 µM | 360,000 tested, 0.036% active; in the data active = potentiation above about 30%; also: 0% is about no effect
D1 agonist: human D1 receptor agonism; activation, % at 2 µM; HEK293 T-REx D1 cells, calcium flux, agonist mode; P21728; 360,000 tested, 1% active; in the data active = activation above about 30%; also: 0% is about no effect
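Agonism was scored from calcium flux recorded over 180 s (1 read/s) after pintool compound addition, following a 10-cycle baseline. Cells were inducible force-coupled HEK293 TREx D1, plated overnight at 30 C and loaded with no-wash calcium dye.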
RXFP1 ag: RXFP1 (human) receptor agonism | 370,000 tested, 0.3% active | Potency, µM (titrated, usually from 57.5 µM), for inactives: at the highest dose activation, actives largely listed as activators | Q9HBX9 | AID 2676 | HEK293T-RXFP1 cAMP TR-FRET, 30 min; response scale: percent of porcine relaxin response, buffer zero; active = well fitted activation curve with a large enough effect; inconclusive = small, poorly fitted or top-dose-only effect; also: potency is read from the fitted curve at half-maximal effect; % is scaled to controls: 0 for no effect and ±100 for the full control effect; nearly all actives have a fitted effect of over 60% in size; many of its hits are not listed in these tables
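Agonist response is measured as cAMP accumulation in an RXFP1-transfected HEK293T line under PDE4 inhibition. Values are scaled between buffer-only and 29 nM porcine relaxin, and EC50s come from standard Hill equation fits.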
D2 ag: agonists of human D2 dopamine receptor. P14416. activation, % at 2 µM. 340,000 tested, 0.53% active. HEK293 T-REx D2 cells, calcium flux agonist mode;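 active = activation over 3 SD above normal in the single-dose calcium agonist read, cut at about 30% in these data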; also: 0% is about no effect
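Agonism scored from kinetic calcium signal (1 read/sec, 180 s) following compound pin transfer, after a 10 s baseline. Cells: HEK293 Trex line expressing inducible D2 receptor coupled to calcium, dye-loaded after overnight culture at 30 C.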
TRHR enhancer: allosteric enhancers of human TRH receptor; P34981; TRHR cells, fluo-8 calcium fluorescence, EC20 TRH enhancement; enhancement, % at 2 µM; 360,000 tested, 0.66% active; in the data active = enhancement above about 30%; also: 0% is about no effect
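Enhancer read-out: after compound pinning and an initial kinetic agonist-mode read, an EC20 of TRH (10 nM final) was injected and fluo-8 calcium signal (Ex 480/Em 530) followed at 1 s/cycle for 100 cycles in TRHR-expressing cells.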
* = called active by the depositor; u = inconclusive; x = not tested or not shown. The list is partial; count on the stated rates, not on these rows.

SMILES | RXFP1 antag | D2 PAM | D1 antag | D2 antagonist | D1 PAM | D1 agonist | RXFP1 ag | D2 ag | TRHR enhancer
CCC(CC)C(=O)N1CC(=O)Nc2ccc(F)cc2C1c1ccccc1 (stereo not given) | 13 | -4 | -2 | 6 | 2 | 2 | -0.1% | -0.3 | 7
Cn1ncc([N+](=O)[O-])c1C(=O)Nc1cccc2ccccc12 | -6 | x | 8 | 7 | -5 | 1 | 2.1% | 0.8 | 6
COc1ccc(CNC(=O)c2cnc3sc(N4CCCCCC4)nn3c2=O)cc1 | 1 | 0 | -7 | x | 5 | -1 | -0.1% | 0.1 | 3
O=C([C@@H]1Cc2ccccc2CN1)N1CCN(Cc2ccccc2)CC1 | -4 | 3 | 6 | -1 | -5 | 1 | 1.6% | 0.0 | 1
COc1cc(/C=N/NC(=O)/C(=C\c2ccc3c(c2)OCO3)NC(=O)c2ccccc2)ccc1O | 0 | -8 | -5 | 0 | -12 | 5 | -0.2% | -1.3 | 2
CC(=O)c1c(N2CCOCC2)nc(=S)n(-c2ccc([N+](=O)[O-])cc2)c1C | x | -4 | 3 | 1 | -2 | 1 | 0.0% | -0.9 | 0
CC1CCCN(C(=O)c2ccc3c(c2NCCO)C(=O)c2ccccc2C3=O)C1 (stereo not given) | x | 8 | -7 | -5 | -4 | -2 | 1.1% | -2.0 | -3
Cc1cc2ccccc2c(=O)n1CC(=O)NCC(=O)N1CCCC1 | -2 | -8 | -2 | 11 | 1 | 3 | 2.3% | -0.6 | -6
S=C1Cc2ccccc2C(c2ccc(Cl)cc2)N1 (stereo not given) | -35 | -4 | -20 | 33* | 1 | 5 | 2.2% | -1.1 | -12
COc1ccc(NC(=S)NCCC2=CCCCC2)cc1OC | 7 | -7 | x | -20 | -2 | -2 | -0.8% | -0.6 | 4
Cc1ccccc1S(=O)(=O)Oc1cccc2c(O)cccc12 | 1 | 13 | 5 | -8 | 0 | 6 | -1.6% | -0.5 | 19
Nc1nc(CN2CCN(c3ccc(F)cc3)CC2)nc(N2CCCc3ccccc32)n1 | 5 | -29 | -2 | 54* | -2 | 0 | 5.5% | 60* | 11
COC(=O)[C@@H]1C[C@@]2(O)[C@@H](O)[C@@H](O)[C@@H](O)C[C@H]2N1Cc1ccc(C(F)(F)F)cc1 | x | 8 | 6 | -5 | 7 | -1 | -1.9% | 0.0 | -4
O=C(NCc1ccc(F)cc1)C1CCN(C(=O)NCc2ccccc2)CC1 | -5 | 24 | 9 | -6 | -3 | -3 | -0.7% | 0.0 | 1
CCOC(=O)N1CCN(C(=O)Cn2cc3c(n2)CCCC3)CC1 | -5 | x | -18 | x | -2 | 3 | 1.1% | x | 1
COc1cccc(/C=N/N2CCN(c3ccc(Cl)cc3)CC2)c1OC | -3 | -4 | 3 | 10 | -4 | 3 | -1.2% | 0.4 | -2
O=C(NC1CCCCC1)C(c1ccc(Cl)cc1)N1CCC2(CC1)OCCO2 (stereo not given) | -13 | -5 | -6 | 1 | -4 | 1 | -0.3% | 0.9 | 4
COCCNc1oc(/C=C/c2ccc(F)cc2)nc1C#N | -12 | x | -12 | x | -3 | 0 | 25% | -0.7 | -3
CC1=C(C)/C(=N\OS(=O)(=O)c2ccc(C)cc2)C=CC1=O | u | -2 | -16 | x | -3 | 3 | -0.2% | x | -16
Cc1cc(C)c(NC(=O)CSc2nc(=O)[nH]c3c2CCCC3)c(C)c1 | -5 | -6 | x | x | 5 | 0 | -0.1% | 0.8 | 8
COc1ccc(C(=O)NNC(=O)Cc2ccc(Cl)cc2)cc1 | -5 | -5 | -8 | -1 | -3 | 0 | 0.9% | -0.6 | 16
O=C(NCc1cccs1)C1CCN(S(=O)(=O)N2CCCC2)CC1 | 4 | 16 | 7 | -4 | -4 | 2 | 0.5% | 0.5 | -3
Cc1cc(C)cc(C(=O)NCC(=O)N2CCN(c3cccc(Cl)c3)CC2)c1 | -3 | 4 | 13 | -2 | -4 | 0 | 5.0% | -1.4 | -1
Clc1cccc2c1CCN(Cc1nc(-c3cnccn3)no1)C2 | -7 | -11 | -90* | 40* | -14 | 0 | 2.6% | 1.1 | -17
Cc1ccc(CNC(=O)C2CCC(=O)N2CCc2ccccc2)cc1 (stereo not given) | -3 | -5 | 4 | -16 | 1 | 2 | 3.0% | -1.1 | -2

Shown with two lines to a compound: part of the list above.
The line under a structure holds: RXFP1 antag, D2 PAM, D1 antag, D2 antagonist, D1 PAM, D1 agonist, RXFP1 ag, D2 ag, TRHR enhancer
Nc1nc(CN2CCN(c3ccc(F)cc3)CC2)nc(N2CCCc3ccccc32)n1
 : 5, -29, -2, 54*, -2, 0, 5.5%, 60*, 11
COC(=O)[C@@H]1C[C@@]2(O)[C@@H](O)[C@@H](O)[C@@H](O)C[C@H]2N1Cc1ccc(C(F)(F)F)cc1
 : x, 8, 6, -5, 7, -1, -1.9%, 0.0, -4
O=C(NCc1ccc(F)cc1)C1CCN(C(=O)NCc2ccccc2)CC1
 : -5, 24, 9, -6, -3, -3, -0.7%, 0.0, 1
CCOC(=O)N1CCN(C(=O)Cn2cc3c(n2)CCCC3)CC1
 : -5, x, -18, x, -2, 3, 1.1%, x, 1
COc1cccc(/C=N/N2CCN(c3ccc(Cl)cc3)CC2)c1OC
 : -3, -4, 3, 10, -4, 3, -1.2%, 0.4, -2
O=C(NC1CCCCC1)C(c1ccc(Cl)cc1)N1CCC2(CC1)OCCO2 (stereo not given)
 : -13, -5, -6, 1, -4, 1, -0.3%, 0.9, 4
COCCNc1oc(/C=C/c2ccc(F)cc2)nc1C#N
 : -12, x, -12, x, -3, 0, 25%, -0.7, -3
CC1=C(C)/C(=N\OS(=O)(=O)c2ccc(C)cc2)C=CC1=O
 : u, -2, -16, x, -3, 3, -0.2%, x, -16
Cc1cc(C)c(NC(=O)CSc2nc(=O)[nH]c3c2CCCC3)c(C)c1
 : -5, -6, x, x, 5, 0, -0.1%, 0.8, 8
COc1ccc(C(=O)NNC(=O)Cc2ccc(Cl)cc2)cc1
 : -5, -5, -8, -1, -3, 0, 0.9%, -0.6, 16
O=C(NCc1cccs1)C1CCN(S(=O)(=O)N2CCCC2)CC1
 : 4, 16, 7, -4, -4, 2, 0.5%, 0.5, -3
Cc1cc(C)cc(C(=O)NCC(=O)N2CCN(c3cccc(Cl)c3)CC2)c1
 : -3, 4, 13, -2, -4, 0, 5.0%, -1.4, -1

The list continues:
SMILES | RXFP1 antag | D2 PAM | D1 antag | D2 antagonist | D1 PAM | D1 agonist | RXFP1 ag | D2 ag | TRHR enhancer
CN(CC(=O)Nc1ccc(S(=O)(=O)N2CCCC2)cc1)CC(=O)Nc1cccc(F)c1 | -5 | -5 | -2 | -7 | -11 | -1 | -1.5% | 1.2 | -6
Clc1cccc(-n2ncc3c(NC4CCCCCC4)ncnc32)c1 | -18 | -11 | -19 | x | 0 | -1 | 1.2% | -0.1 | 3
COc1ccc(/C=C(\C#N)C(=O)Nc2cc(C)c(Cl)cc2OC)cc1O | 2 | 3 | -6 | -3 | -8 | 3 | -0.3% | 1.1 | -1
COCCn1c(C)cc(C(=O)COc2ccc(C)nc2[N+](=O)[O-])c1C | -4 | -2 | -3 | 0 | -5 | 9 | -2.4% | 5.7 | -1
Cc1c(C(=O)O)sc2nc(/C=C/c3cccc(O)c3)[nH]c(=O)c12 | -3 | 6 | 6 | 7 | 6 | 3 | 5.1% | 0.4 | 13
CNC(=O)n1cc(C)c(-c2cccs2)n1 | -3 | -1 | 7 | -5 | 0 | 0 | 8.0% | 0.6 | 1
O=C(O)CCC(=O)N(Cc1cccs1)Cc1cccs1 | -3 | -4 | -3 | 23 | -3 | 1 | 0.3% | 0.7 | 2
CC1CCCCC12NC(=O)N(CC(=O)NCCc1ccccn1)C2=O (stereo not given) | 7 | 0 | -12 | -7 | 1 | 5 | -1.2% | 1.1 | 12
COc1cccc(-c2cc(C(=O)N3CCc4ccccc4C3)[nH]n2)c1 | -10 | -4 | -2 | 6 | -1 | 1 | -0.2% | 0.0 | 8
O=C(COc1ccccc1C(=O)NCc1ccccn1)Nc1ccc(Br)cc1 | 0 | -2 | 3 | 2 | 1 | 0 | 1.6% | 0.8 | -5
O=c1nc2ccccc2c(NS(=O)(=O)c2ccc(Cl)cc2)n1-c1ccccc1 | -7 | 17 | 0 | -3 | -8 | 2 | 3.9% | -0.3 | -2
COc1ccc(S(=O)(=O)N2CCOCC2)c(C)c1C | -2 | -27 | -51* | x | -7 | 1 | 0.3% | x | -6
Cc1ccc2c(C)c(C(=O)Nc3ccc(S(=O)(=O)Nc4onc(C)c4C)cc3)oc2c1 | -6 | -3 | -8 | -4 | 4 | 7 | 3.0% | -0.6 | 1
CSc1cccc(NC(=O)c2ccc3c(c2)c(C)c(C)n3Cc2ccc(F)cc2)c1 | -9 | -1 | 7 | x | -2 | 3 | -0.2% | 0.5 | 2
Clc1ccccc1-c1nnc2sc(-c3ccco3)nn12 | -1 | 0 | -7 | 18 | -8 | 2 | 0.2% | 0.2 | 1
CC(=O)N1CCc2cc(S(=O)(=O)CCC(=O)NCc3ccc4c(c3)OCO4)ccc21 | 8 | 7 | 15 | 9 | 0 | -1 | 0.9% | 0.9 | 2
COc1ccc(Cl)cc1-c1n[nH]c(=S)n1C1CCCCC1 | -18 | 1 | -11 | -4 | -5 | 0 | 5.5% | -0.8 | 2
Cc1ccc(CNc2cc(C(=O)O)ccc2C)s1 | -5 | 4 | 20 | -12 | -3 | 3 | 1.4% | 1.2 | -3
O=C(COC(=O)CCNS(=O)(=O)c1ccccc1)NC(=O)c1ccccc1 | -3 | 20 | -9 | 2 | 2 | 2 | -0.2% | -0.4 | 14
COc1ccccc1NC(=O)CCC(=O)OC(C)C(=O)c1ccccc1 (stereo not given) | 3 | 2 | 1 | -3 | 8 | 3 | -1.6% | -0.2 | -3
O=S(=O)(c1ccc2ccccc2c1)N1CCN(Cc2ccccn2)CC1 | -19 | 23 | 5 | 1 | -1 | 51* | -0.9% | -2.0 | 11
O=C(COc1ccc(Br)cc1)N1CCN(c2ncccn2)CC1 | 8 | 13 | -10 | -12 | -4 | 1 | 2.3% | -1.8 | -1
CC(C)OCCCn1c(=O)c2ccccc2n2c(CCC(=O)NCc3ccccn3)nnc12 | 0 | -3 | 8 | -9 | 2 | 2 | u | 1.8 | 11
Cc1ccc(C(=O)/C=C2/NC(=O)CS2)cc1 | -8 | 2 | 2 | 0 | -2 | 0 | 2.1% | x | -4
CCOc1ccc(NS(=O)(=O)c2ccc(C(=O)NCC(c3ccc(OC)cc3)N3CCCC3)cc2)cc1 (stereo not given) | -21 | -11 | -7 | 3 | -1 | 8 | 2.4% | -0.4 | -3

Screening data from PubChem BioAssay.
